TCR act – activates T cell receptor signaling | 330,000 tested, under 10 active | Potency, µM (titrated, usually from 9.22 µM), for inactives: at the top dose activation of IL-2 secretion, hits mostly activators | primary human leukocytes, anti-CD3, IL-2 HTRF, 48 h; note: % of control where 0% means no effect
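Primary human leukocytes incubated 48 hr with anti-CD3 beads plus compound, without co-stimulation. Secreted IL-2 measured by HTRF (europium cryptate/d2 anti-IL-2 pair, 320 nm excitation, 665 nm emission).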
PTAP TSG101 blk – blocks PTAP/TSG101 interaction to inhibit HIV-1 budding; Q99816; Fluorescence polarization, FITC-PTAP peptide / Tsg101 binding; Potency, µM (top dose mostly 115 µM), for the others: top-dose activity change, negative = inhibition, usual class: inhibitors; 340,000 tested, under 10 active; AID 493005; active = well fitted inhibition curve with a large enough effect in the main read-out, with a control signal flat, not every such curve was filed as active; inconclusive = small, poorly fitted or top-dose-only effect, or effect the other way, or a change in a side signal; inactive = no such curve, though single readings can be large or run the other way; note: potency is the fitted concentration of half-maximal effect; % of control where 0% means no effect
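FP read-out: FITC-PTAP peptide, 50 nM final, binding Tsg101 binding domain, 10 uM final; 20 min, r.t.; 10 mM HEPES pH 7.5, 0.15 M NaCl, 0.01% Tween 20, 3 mM EDTA, 0.1 mM TCEP.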
Tb PFK block – inhibitors of T. brucei phosphofructokinase; T. brucei PFK, ADP-Glo luminescence; O15648; 330,000 compounds, 0.17% hits; AID 485367; Potency, µM (highest dose often 57.5 µM), for inactives: at the top dose activity, negative = inhibition, most hits filed as inhibitors;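 note: potency is the fitted concentration of half-maximal effect; 0% = uninhibited 1x PFK enzyme wells and -100% = no-enzyme wells; nearly all actives have a fitted effect of over 60% in size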
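In TEA buffer at pH 8.0 with 5 mM MgCl2, enzyme (1.25 nM) converted F6P (0.5 mM) and ATP (0.1 mM) for 45 min at room temperature. ADP product was read by luciferase luminescence.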
ELG1 repair inh – blocks ELG1-dependent DNA repair in HEK293T cells; AID 504467; Potency, µM (highest dose often 46.1 µM), for inactives: at the top dose activity change, negative = inhibition, most hits filed as inhibitors; 330,000 compounds, 2.3% hits; HEK293T ELG1-luciferase reporter, luminescence, 16 h; DNA damage induced by 5-fluorouridine; note: potency is the fitted concentration of half-maximal effect; % is set by controls: 0 for no effect and ±100 for the full control effect; nearly all actives have a fitted effect of over 55% in size
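5-Fluorouridine DNA damage + compound/DMSO, 2,000 cells/well, 16 h, 37 °C/5% CO2. ONE-Glo, 30 min RT, luminescence. Readout = decrease in reporter signal.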
A-T KAP1 phos – potential ataxia-telangiectasia treatments restoring KAP-1 phosphorylation; AID 485349; Potency, µM (highest dose often 57.5 µM), for inactives: at the highest dose activation, actives largely listed as activators; 320,000 compounds, 0.19% hits; […] A-T fibroblasts, KAP-1 phosphorylation AlphaLISA; neocarzinostatin DNA damage 30 min before lysis; note: potency is the fitted concentration of half-maximal effect; % of control where 0% means no effect; nearly all actives have a fitted effect of over 45% in size
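ATM-like activity read as KAP-1 phosphorylation via AlphaLISA donor/acceptor antibody pairs after lysis and 6 hr at 25C. Cells were ATM-null patient fibroblasts ([…], hTERT), dosed 60 min, then exposed to the DSB inducer NCS for 30 min.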
Chronic BCR inh – inhibitors of chronic active B-cell receptor signaling; ABC-DLBCL IkBa-CBG/CBR reporter, luminescence ratio, 4 h; Potency, µM (series often up to 46.1 µM), without a hit: top-dose ratio change, negative = lower green/red ratio, usual class: inhibitors; 340,000 compounds, 0.05% hits; AID 493014; active = well fitted inhibition curve with a large enough effect in the signal ratio, with a control signal flat, not every such curve was filed as active; inconclusive = small, poorly fitted or top-dose-only effect, or effect the other way, or a change in a side signal; the % refers to the signal ratio;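 note: potency is the fitted concentration of half-maximal effect; plate controls were basal doxycycline-induced cells for no effect and cells given 10 µM MG132 for full effect; MG132 reads +100%, hits lower the ratio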
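Compounds up to 46 uM were incubated four hours with TMD8 cells whose green CBG68 luciferase is fused to IkappaBalpha; red CBR luminescence normalised the signal, and concentration-effect curves were fitted to fusion, red and ratio data.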
Mito fusion act – blocks mitochondrial division or promotes mitochondrial fusion; Potency, µM (top dose mostly 46.1 µM), for inactives: at the highest dose growth rescue (activation), hits mostly activators; 320,000 compounds, 0.23% hits; S. cerevisiae fusion-defective mutant growth rescue, CellTiterGlo 48 h;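 note: potency is the fitted concentration of half-maximal effect; % of control where 0% means no effect; nearly all actives have a fitted effect of over 45% in size; temperature-sensitive fusion mutants such as fzo1-1 at 37 °C on non-fermentable ethanol glycerol medium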
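Yeast fusion mutant, YPEG (non-fermentable carbon), compound, 48 h at 37C non-permissive; CellTiterGlo added, 10 min RT, luminescence read. Rescued growth = division inhibition.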
Eya2 inh – Eya2 (human) phosphatase inhibition; recombinant Eya2, OMFP fluorescence dephosphorylation (OMFP is methylfluorescein phosphate); Potency, µM (highest dose often 76.9 µM), for inactives: top-dose activity, negative = inhibition, most hits filed as inhibitors; 330,000 compounds, 0.006% hits; AID 488837; note: potency is the fitted concentration of half-maximal effect; % is set by controls: 0 for no effect and ±100 for the full control effect
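Eya2 (0.2 uM) preincubated 10 min at ambient with compound, then OMFP substrate added at 50 uM; 10 min reaction in 50 mM HEPES pH 7.5, 50 mM NaCl, 5 uM MgCl2, 0.05% BSA, 1 mM DTT. Fluorescence read at Ex 485/Em 525 nm.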
TSHR antagonist – human thyrotropin receptor antagonism; P16473; TSHR-expressing cells, TSH-stimulated cAMP HTRF, 2 h; hits give low values; activity change, negative = inhibition, % at 11.5 µM; 330,000 compounds, 0.2% hits; AID 504810;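 active = activity change below a set negative limit, meaning inhibition stronger than a set level, cut at about -70% in these data; inconclusive = activity change between two set negative limits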; note: % is set by controls: 0 for no effect and ±100 for the full control effect
Target sequence (P16473 whole entry, looked up): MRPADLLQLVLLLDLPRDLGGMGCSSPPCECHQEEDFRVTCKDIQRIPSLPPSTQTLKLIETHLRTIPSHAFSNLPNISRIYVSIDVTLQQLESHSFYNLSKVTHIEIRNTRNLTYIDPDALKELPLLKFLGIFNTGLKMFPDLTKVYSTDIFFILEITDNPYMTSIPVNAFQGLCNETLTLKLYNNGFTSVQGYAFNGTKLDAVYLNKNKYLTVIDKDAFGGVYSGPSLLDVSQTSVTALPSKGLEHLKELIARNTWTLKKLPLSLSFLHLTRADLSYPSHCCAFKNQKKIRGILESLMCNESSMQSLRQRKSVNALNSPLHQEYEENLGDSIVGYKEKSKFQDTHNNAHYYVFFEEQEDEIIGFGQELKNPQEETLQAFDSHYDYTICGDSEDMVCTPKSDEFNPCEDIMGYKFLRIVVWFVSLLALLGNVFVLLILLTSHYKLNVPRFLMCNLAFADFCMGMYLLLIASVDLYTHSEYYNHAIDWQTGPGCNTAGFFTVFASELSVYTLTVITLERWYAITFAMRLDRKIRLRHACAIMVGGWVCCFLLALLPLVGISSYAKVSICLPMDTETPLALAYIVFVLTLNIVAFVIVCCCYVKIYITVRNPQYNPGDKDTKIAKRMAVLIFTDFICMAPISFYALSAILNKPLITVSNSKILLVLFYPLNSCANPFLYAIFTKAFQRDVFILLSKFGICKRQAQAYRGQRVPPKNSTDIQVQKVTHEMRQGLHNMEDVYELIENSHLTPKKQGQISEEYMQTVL
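Freshly harvested TSHR cells receive pin-tooled compound, then EC80 TSH at 4nM final. After 2 hours at 37 deg C, antibody in lysis buffer and cAMP-d2 are added; 30 minutes at ambient temperature precede the HTRF read.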
ASM inhibitor – blocks human secretory acid sphingomyelinase. placental ASM, HMU-PC fluorogenic substrate, 60 min. Potency, µM (series often up to 57.5 µM), for the others: at the highest dose activity change, negative = inhibition, actives largely listed as inhibitors. 340,000 compounds, 0.006% hits. P17405. AID 504937; note: potency is the fitted concentration of half-maximal effect
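Fluorogenic HMU-PC substrate (9 uM final) is turned over by placental ASM in 60 min at 37 C after a 10 min compound preincubation. Reaction ended by alkaline stop (pH 10), with fluorescence read at 386/447 nm.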
Integrin act MD – activators of alpha7 integrin expression for muscular dystrophy; alpha7betagal myoblasts, beta-gal FDG fluorescence, 48 h; Potency, µM (titrated, usually from 38.3 µM), inactives show at the top dose activation, actives largely listed as activators; 350,000 compounds, 0.064% hits; AID 624291;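 note: potency is the fitted concentration of half-maximal effect; 100% = response of the positive control SU9516; nearly all actives have a fitted effect of over 60% in size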
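Alpha7betagal+/- myoblasts (passage 13) were plated 16-24 hr, then exposed to compounds (1:260 dilution of DMSO stock) for 48 hours at 37C. After MPER lysis, β-galactosidase reporter activity was read as FDG fluorescence (ex 480/em 540) after 30 minutes.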
* hit, by the source's call; & = joins results of further samples; [ ] = dose if it differs, or a comment. Unless noted, calls come from the whole dose curve; as a rule, active = well fitted curve in the direction sought with a large enough effect; inconclusive = small, poorly fitted or top-dose-only effect, or another doubt; inactive = no such curve, though single readings can be large; an effect the other way counts as inactive or inconclusive.

O=C(CSc1cccc2cccnc12)N/N=C/c1ccc(F)cc1 was read as TCR act 3%, PTAP TSG101 blk 0%, Tb PFK block 5%, ELG1 repair inh 1%, A-T KAP1 phos 0%, Chronic BCR inh -1%, Mito fusion act -2%, Eya2 inh -1%, TSHR antagonist -1, ASM inhibitor -2% and Integrin act MD -7%.
Screening COc1cccc(C(=O)N2CCN(Cc3cn[nH]c3-c3ccc(F)cc3F)CC2)c1 returned TCR act 4%, PTAP TSG101 blk -6%, Tb PFK block -4%, ELG1 repair inh -18%, A-T KAP1 phos -2%, Chronic BCR inh inconclusive, Mito fusion act 3%, Eya2 inh -7%, TSHR antagonist 11, ASM inhibitor 2% and Integrin act MD 14%.
Cc1nn(-c2ccccc2)c2c1C(c1ccc([N+](=O)[O-])cc1)C(C#N)=C(N)O2 (centres undefined) was read as TCR act 2%, PTAP TSG101 blk -1%, Tb PFK block -3%, ELG1 repair inh 0%, A-T KAP1 phos -1%, Chronic BCR inh inconclusive, Mito fusion act -11%, Eya2 inh 8%, TSHR antagonist -6, ASM inhibitor -18% and Integrin act MD -4%.
For Cc1ccc(C(=O)NCC(=O)OCc2c(F)cccc2Cl)cc1 the results were TCR act 6%, PTAP TSG101 blk -2%, Tb PFK block 1%, ELG1 repair inh inconclusive, A-T KAP1 phos -5%, Chronic BCR inh 7%, Mito fusion act 0%, Eya2 inh 9%, TSHR antagonist -3, ASM inhibitor 1% and Integrin act MD 3%.
For O=C(c1cnn(Cc2ccccc2)c1)N1CCN(S(=O)(=O)/C=C/c2ccccc2)CC1 the results were TCR act -1%, PTAP TSG101 blk -6%, Tb PFK block 0%, ELG1 repair inh inconclusive, A-T KAP1 phos -3%, Chronic BCR inh -17%, Mito fusion act 5%, Eya2 inh 8%, TSHR antagonist 19, ASM inhibitor 3% and Integrin act MD inconclusive.
COc1cc2c(cc1OC)CN(C(=O)CCOc1ccccc1C)CC2 was read as TCR act 2%, PTAP TSG101 blk -1%, Tb PFK block 1%, ELG1 repair inh inconclusive, A-T KAP1 phos -5%, Chronic BCR inh -10%, Mito fusion act 4%, Eya2 inh -1%, TSHR antagonist 2, ASM inhibitor -4% and Integrin act MD 0%.
Screening CC(=O)c1ccc(C(=O)N2CCCC(CNC(=O)c3ccccc3Cl)C2)cc1 (centres undefined) returned TCR act -13%, PTAP TSG101 blk 0%, Tb PFK block 2%, ELG1 repair inh 11%, A-T KAP1 phos 11%, Chronic BCR inh 8%, Mito fusion act 0%, Eya2 inh 0%, TSHR antagonist 1, ASM inhibitor -3% and Integrin act MD 0%.
Screening O=C(CSc1ccc(C(F)(F)F)cc1[N+](=O)[O-])N1CCOCC1 returned TCR act 8%, PTAP TSG101 blk -6%, Tb PFK block 3%, ELG1 repair inh -20%, A-T KAP1 phos 0%, Chronic BCR inh 2%, Mito fusion act -3%, Eya2 inh -6%, TSHR antagonist 7, ASM inhibitor 4% and Integrin act MD 5%.
Screening COc1ccc(/C=N/NC(=O)c2nonc2C)cc1 returned TCR act 5%, PTAP TSG101 blk -4%, Tb PFK block -24%, ELG1 repair inh inconclusive, A-T KAP1 phos 0%, Chronic BCR inh inconclusive, Mito fusion act -4%, Eya2 inh 1%, TSHR antagonist -9, ASM inhibitor 5% and Integrin act MD 39%.
O=C1C=C(c2cccc(CO)c2)C[C@@H](c2ccc3c(c2)OCO3)C1 was read as TCR act 5%, PTAP TSG101 blk -4%, Tb PFK block -8%, ELG1 repair inh -4%, A-T KAP1 phos 7%, Chronic BCR inh -2%, Mito fusion act 15%, Eya2 inh -4%, TSHR antagonist -1, ASM inhibitor 1% and Integrin act MD 2%.
`CCN(C(=O)CCS(=O)(=O)c1ccc2c(c1)oc(=O)n2C)c1ccc(OC)cc1` gave TCR act -1%, PTAP TSG101 blk -4%, Tb PFK block -13%, ELG1 repair inh 13%, A-T KAP1 phos 16%, Chronic BCR inh -5%, Mito fusion act -1%, Eya2 inh 2%, TSHR antagonist 1, ASM inhibitor -1% and Integrin act MD -27%.
`COc1ccc(C(=O)NCCCSc2ccccc2)cc1F` gave TCR act -3%, PTAP TSG101 blk -3%, Tb PFK block 2%, ELG1 repair inh 4%, A-T KAP1 phos 6%, Chronic BCR inh 8%, Mito fusion act -3%, Eya2 inh 7%, TSHR antagonist 5, ASM inhibitor 0% and Integrin act MD inconclusive.
Screening Cc1c(NC(=S)/C=C2\N(C)c3ccccc3C2(C)C)c(=O)n(-c2ccccc2)n1C returned TCR act 5%, PTAP TSG101 blk -4%, Tb PFK block 4%, ELG1 repair inh -21%, A-T KAP1 phos 0%, Chronic BCR inh 6%, Mito fusion act 3%, Eya2 inh 1%, TSHR antagonist -16, ASM inhibitor -4% and Integrin act MD -42%[inhibitor].
`Cc1cc(C(=O)OCC(=O)Nc2ccccc2)c(C)o1` gave TCR act -6%, PTAP TSG101 blk -1%, Tb PFK block -1%, ELG1 repair inh 11%, A-T KAP1 phos 9%, Chronic BCR inh -8%, Mito fusion act 0%, Eya2 inh -15%, TSHR antagonist -16, ASM inhibitor -6% and Integrin act MD 3%.
`Cc1ccc(C)c(NC(=O)COC(=O)Cn2c(C)csc2=O)c1` gave TCR act -6%, PTAP TSG101 blk 2%, Tb PFK block 0%, ELG1 repair inh 8%, A-T KAP1 phos -39%[inhibitor], Chronic BCR inh 19%, Mito fusion act -3%, Eya2 inh 20%, TSHR antagonist 14 and Integrin act MD 6%.
O=[N+]([O-])c1cc(CN2CCCCCC2)ccc1O was read as PTAP TSG101 blk 1%, Tb PFK block 6%, ELG1 repair inh 1%, A-T KAP1 phos 8%, Chronic BCR inh -3%, Mito fusion act 1%, Eya2 inh -19%, TSHR antagonist 25, ASM inhibitor -3% and Integrin act MD -12%.
`CCOCc1nnc(NC(=O)c2ccc(NC(C)=O)cc2)s1` gave TCR act -1%, PTAP TSG101 blk -1%, Tb PFK block 0%, ELG1 repair inh -7%, A-T KAP1 phos -2%, Chronic BCR inh inconclusive, Mito fusion act -1%, Eya2 inh 2%, TSHR antagonist 4, ASM inhibitor -1% and Integrin act MD 15%.
For N#CCCN(C(=O)COC(=O)CCC(=O)c1cccs1)c1ccccc1 the results were TCR act -3%, PTAP TSG101 blk -6%, Tb PFK block 5%, ELG1 repair inh 0%, A-T KAP1 phos 0%, Chronic BCR inh -1%, Eya2 inh 5%, ASM inhibitor 1% and Integrin act MD -5%.
`COc1ccc(S(=O)(=O)N2CCCCCC2)cc1C(=O)N1CCCC(C(F)(F)F)C1` (centres undefined) gave TCR act -3%, PTAP TSG101 blk -2%, Tb PFK block 9%, ELG1 repair inh -8%, A-T KAP1 phos 5%, Chronic BCR inh -1%, Mito fusion act 6%, Eya2 inh inconclusive, TSHR antagonist 0, ASM inhibitor 1% and Integrin act MD 2%.
For COc1cccc(-c2ccc3ncnc(NCc4cccs4)c3c2)c1 the results were TCR act 6%, PTAP TSG101 blk 0%, Tb PFK block 5%&-4%, ELG1 repair inh 15µM*, A-T KAP1 phos -9%&-6%, Chronic BCR inh inconclusive, Mito fusion act inconclusive, Eya2 inh 2%&-4%, TSHR antagonist -29&-12 and ASM inhibitor -2%.
Screening COC(=O)c1c(NC(C)=O)sc(C)c1C returned TCR act -4%, PTAP TSG101 blk -2%, Tb PFK block -3%, ELG1 repair inh inconclusive, A-T KAP1 phos 6%, Chronic BCR inh 0%, Mito fusion act -3%, Eya2 inh 3%, TSHR antagonist 7, ASM inhibitor 0% and Integrin act MD 22%.
